Mtb BioA inh = M. tuberculosis BioA enzyme inhibitors, primary screen, biochemical, plate reader, single point, HTS | 7,8-diaminopelargonic acid synthase BioA (Mycobacterium tuberculosis) | purified M. tuberculosis BioA enzyme | inhibition, % at 9.99 µM | 360,000 tested, 0.096% active; in the data active = inhibition above about 40%
PfHsp40 rescue = rescue of yeast from PfHsp40 toxicity, primary screen, S. cerevisiae, ATP luminescence; S. cerevisiae expressing PfHsp40, growth rescue; growth rescue, % at 12.5 µM; 340,000 tested, 0.68% active; AID 504582, 2011; in the data active = growth rescue above about 28%, passing the limit was not always enough;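 note: yeast W303a lacking pdr1 and pdr3 grown in galactose medium; growth measured after three days at 30 °C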
Yp Topo-I inh = Yersinia pestis topoisomerase I inhibitors, primary screen, biochemical, cleavage product accumulation, plate reader, single point; DNA topoisomerase I (Yersinia pestis CO92); Y. pestis Topo-I cleavage product accumulation; activity, % at 10 µM; 360,000 tested, 0.064% active; AID 504884, 2011; in the data active = activity above about 50%, passing the limit was not always enough; note: inactives centre near 2
FadD28 binding = inhibitors of FadD28 bisubstrate probe binding, primary screen, biochemical, fluorescence polarization, single point; Mycobacterium tuberculosis FadD28 fatty-acid-AMP ligase; inhibition, % at 12.5 µM; 360,000 tested, 0.22% active; in the data active = inhibition above about 8.5%, passing the limit was not always enough
Mtb FBA inh = Mtb FBA enzyme inhibitors, primary screen, biochemical, fluorescence, strain H37Rv; purified M. tuberculosis FBA, fluorescence read-out; inhibition, % at 1 µM; 360,000 tested, 2.3% active; AID 588726, 2011; in the data active = inhibition above about 27%;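 note: 0% = vehicle and 100% = reference inhibitor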
Target sequence (P9WQA3 whole entry, looked up): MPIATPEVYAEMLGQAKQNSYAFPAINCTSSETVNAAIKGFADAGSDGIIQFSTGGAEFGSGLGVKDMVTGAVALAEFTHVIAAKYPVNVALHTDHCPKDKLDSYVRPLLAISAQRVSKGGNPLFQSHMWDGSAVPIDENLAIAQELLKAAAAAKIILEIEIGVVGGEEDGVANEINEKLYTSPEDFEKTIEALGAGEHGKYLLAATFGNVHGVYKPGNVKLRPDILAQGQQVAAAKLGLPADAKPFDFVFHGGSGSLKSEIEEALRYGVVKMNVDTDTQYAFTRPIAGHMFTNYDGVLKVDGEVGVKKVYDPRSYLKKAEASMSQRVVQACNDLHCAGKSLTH
Vc quorum ag = inducers of Vibrio cholerae quorum light production without autoinducers, primary screen, BH1578 luxS cqsA deficient, single point. V. cholerae BH1578 lux reporter, luminescence, 6 h. activation, % at 18.7 µM. 350,000 tested, 0.16% active. AID 588436, 2011; in the data active = activation mostly above about 9.7%, no sharp cut-off; note: not every result past the cut was called active; inactives centre near 0; reference of the scale not given here
TcdB GH inh = TcdB glycohydrolase inhibitors, primary screen, biochemical, single point, plate reader; Toxin B (Clostridioides difficile), P18177; TcdB glycohydrolase enzymatic assay; inhibition, % at 9.99 µM; 350,000 tested, 0.24% active; AID 652162, 2013; in the data active = inhibition above about 10%
Mtb UGM inh = M. tuberculosis UGM enzyme inhibitors, primary screen, biochemical, fluorescence polarization, single point | 320,000 tested, 0.06% active | UDP-galactopyranose mutase (Mycobacterium tuberculosis (strain ATCC 25618 / H37Rv)), … | inhibition, % at 10 µM | purified UGM, fluorescence polarization probe displacement; in the data active = inhibition above about 10%, passing the limit was not always enough
Target sequence (P9WIQ1 whole entry, looked up): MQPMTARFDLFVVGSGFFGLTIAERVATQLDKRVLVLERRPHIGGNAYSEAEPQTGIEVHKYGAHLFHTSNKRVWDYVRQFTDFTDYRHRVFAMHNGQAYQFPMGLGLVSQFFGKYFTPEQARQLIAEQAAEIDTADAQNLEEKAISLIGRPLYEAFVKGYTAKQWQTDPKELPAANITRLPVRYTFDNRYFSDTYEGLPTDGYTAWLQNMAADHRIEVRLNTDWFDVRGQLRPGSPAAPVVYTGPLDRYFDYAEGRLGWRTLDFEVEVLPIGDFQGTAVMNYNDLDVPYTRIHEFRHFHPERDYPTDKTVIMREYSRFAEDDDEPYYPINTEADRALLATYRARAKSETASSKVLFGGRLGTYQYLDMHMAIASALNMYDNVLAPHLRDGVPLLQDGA
GDH-TPI counter = GDH-TPI coupling enzyme inhibitors, primary screen, artefact control for M. tuberculosis FBA inhibitor project, biochemical, absorbance, full deck; GDH-TPI coupled enzyme counterscreen, NADH absorbance; inhibition, % at 4.8 µM; 360,000 tested, 1.2% active; AID 588335, 2011; in the data active = inhibition above about 30%;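 note: 0% = DMSO wells and 100% = wells lacking the enzyme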
Starred values were filed as active, the others as inactive; i = inactive; nt = no result given; & = joins results of further samples.

Preview (4 entries):
#1 Cc1ccc(CC2(C)C(=O)Nc3c(Cl)cccc32)cc1 (stereo not drawn)
#2 Cc1cc(NC(=O)CCC(=O)N(CC(=O)NC2CCCC2)Cc2ccc(F)cc2)no1
#3 O=C(CNCc1ccc(Cl)cc1)Nc1ccc2c(c1)OCCO2
#4 Cc1nn2c(=O)c3c4c(sc3nc2n1-c1ccccc1)COC(C)(C)C4

Compound	1	2	3	4
Mtb BioA inh	-1.2	0.5	nt	-0.3
PfHsp40 rescue	nt	0.8	-0.6	nt
Yp Topo-I inh	3	7	9	3
FadD28 binding	-1.3	-2.0	-5.1	-1.1
Mtb FBA inh	0	-2	-5	1
Vc quorum ag	i	nt	0.5	-0.4
TcdB GH inh	1.9	nt	0.6	3.0
Mtb UGM inh	nt	1.4	-1.5	-1.0
GDH-TPI counter	4	-2	-9	3

The list itself (from the top)
#1 Cc1ccc(CC2(C)C(=O)Nc3c(Cl)cccc32)cc1 (stereo not drawn)
#2 Cc1cc(NC(=O)CCC(=O)N(CC(=O)NC2CCCC2)Cc2ccc(F)cc2)no1
#3 O=C(CNCc1ccc(Cl)cc1)Nc1ccc2c(c1)OCCO2
#4 Cc1nn2c(=O)c3c4c(sc3nc2n1-c1ccccc1)COC(C)(C)C4
#5 O=c1oc2ccc(C#CC3(O)CCCCC3)cc2cc1-n1cc(-c2ccsc2)nn1
#6 CCn1c(COc2ccccc2C)nnc1SCC(=O)NC1CCCC1
#7 CC(C)(C)OC(=O)COc1cc(OCC(=O)OC(C)(C)C)c2c(=O)cc(-c3ccccc3)oc2c1
#8 CC1(C)Cc2c(sc3[nH]c(=S)[nH]c(=O)c23)CO1

Compound	1	2	3	4	5	6	7	8
Mtb BioA inh	-1.2	0.5	nt	-0.3	0.8	0.5	3.4	-0.2
PfHsp40 rescue	nt	0.8	-0.6	nt	-1.9	1.2	8.8	0.0
Yp Topo-I inh	3	7	9	3	1	27	9	-1
FadD28 binding	-1.3	-2.0	-5.1	-1.1	-0.1	2.3	-2.1	0.1
Mtb FBA inh	0	-2	-5	1	-2	0	28*	-1
Vc quorum ag	i	nt	0.5	-0.4	0.8	2.5	4.2	i
TcdB GH inh	1.9	nt	0.6	3.0	0.1	1.3	nt	4.8
Mtb UGM inh	nt	1.4	-1.5	-1.0	0.8	-3.3	-0.5	-0.9
GDH-TPI counter	4	-2	-9	3	-5	6	21	5

#9 CN(C)/C=C/C(=O)c1cnc(-c2ccccc2Cl)s1
#10 COc1cc(NC(=O)c2csc(-c3ccncc3)n2)cc(C(=O)Nc2cccc(C(F)(F)F)c2)c1
#11 COc1cc(C2NC(=O)C(C#N)=C(S)N2c2ccc(C)cc2)ccc1OC(C)C (stereo not drawn)
#12 COC(=O)c1[nH]c2ccc(Cl)cc2c1NC(=O)CN1CCc2cc(OC)c(OC)cc2C1
#13 CCn1ncc(/C=N\NC(=O)c2ccc3c(c2)c(C)c(C)n3Cc2ccccc2)c1C
#14 Cc1ccc(S(=O)(=O)NC(=O)Cn2nnc(-c3ccccc3)c2COc2ccc3ccccc3c2)cc1
#15 Cc1ccc(C)n1NC(=O)c1cccs1
#16 CN(C)CCCCOc1ccccc1F

Compound	9	10	11	12	13	14	15	16
Mtb BioA inh	nt	-1.7&-1.4	2.0	-0.6	-2.7	2.5	nt	nt
PfHsp40 rescue	1.2	2.1	0.3	-0.6	0.2	nt	-1.4	0.5
Yp Topo-I inh	9	-3&21	9	3	6	21	-7	5
FadD28 binding	0.8	-3.7&-1.0	1.8	-7.2	-2.1	-6.9	-1.6	-0.8
Mtb FBA inh	-2	-2&1	3	3	2	2	-4	1
Vc quorum ag	i	-0.4&-0.6	i	-0.7	i	i	1.1	-1.0
TcdB GH inh	5.2	0.1&2.3	nt	nt	nt	-2.2	nt	-0.6
Mtb UGM inh	-1.0	-0.8	0.1	1.8	0.6	nt	0.7	0.9
GDH-TPI counter	20	-2&3	15	14	10	4	7	1

#17 COc1ccc(N2CCN(CCC(O)c3ccc4ccccc4c3)CC2)cc1 (stereo not drawn)
#18 CN(Cc1cccs1)C(=O)/C=C/c1ccccc1[N+](=O)[O-]
#19 O=C1CN(C(=O)c2cc([N+](=O)[O-])ccc2Cl)C(c2ccc(F)cc2)c2cc(F)ccc2N1 (stereo not drawn)
#20 CC(Nc1nc(-c2ccc3c(c2)NC(=O)CO3)cs1)c1ccccc1 (stereo not drawn)
#21 Cc1ccc(-n2[nH]c(C)c(C=Nc3ccc4[nH]c(=O)[nH]c4c3)c2=O)cc1C
#22 CC(=O)N1CC[n+]2c(-c3ccc(Cl)cc3Cl)csc21
#23 CCCCNC(=O)CN(c1ccc(Cl)c(Cl)c1)S(C)(=O)=O
#24 CCCN1CCN(C(=O)c2oc3c(Cl)cccc3c2C)CC1

Compound	17	18	19	20	21	22	23	24
Mtb BioA inh	-1.0	nt	-4.3	nt	-1.7	nt	-0.5	0.4
PfHsp40 rescue	-1.7	-1.9	-0.4	-1.4	-2.7	0.3	3.0	1.8
Yp Topo-I inh	1	-6	-1	4	21	7	0	-2
FadD28 binding	-2.1	1.3	-0.1	1.6	-1.1	-4.3	-3.0	0.1
Mtb FBA inh	-2	6	-2	0	1	-6	2	2
Vc quorum ag	0.8	i	i	-0.2	i	i	-0.3	-0.1
TcdB GH inh	0.4	1.3	nt	1.9	nt	nt	nt	-0.1
Mtb UGM inh	-1.0	-2.5	-3.6	-0.5	-1.9	1.7	1.6	5.0
GDH-TPI counter	2	2	-1	2	17	7	-5	5

#25 COc1ccc(CN2C(=O)CC(Cc3cc(C)cc(C)c3)C2=O)cc1OC (stereo not drawn)
#26 Cc1ccc(NC=C(S(=O)(=O)c2ccccc2)S(=O)(=O)c2ccccc2)c(C)c1
#27 CC1CCc2c(nc3ncnn3c2N2CCN(c3ccccc3F)CC2)C1 (stereo not drawn)
#28 CC1=C(C)CC(C(=O)c2ccccc2)C(C(=O)O)C1 (stereo not drawn)
#29 C=CCn1c(-c2cccn(Cc3ccccc3)c2=O)n[nH]c1=S
#30 CCN(CC(=O)Nc1ccc(NC(C)=O)cc1)C(=O)C1COc2ccccc2O1 (stereo not drawn)
#31 NC(=O)NCc1cccnc1
#32 Cc1cc(C)n(-c2ncc(-c3ccccc3)nn2)n1

Compound	25	26	27	28	29	30	31	32
Mtb BioA inh	nt	-0.6	2.2	-0.8	-0.8	1.1	nt	-4.3
PfHsp40 rescue	0.2	0.1	0.7	-0.6	0.5	-0.4	-1.7	-0.5
Yp Topo-I inh	29	21	3	4	-5	4	-13	-8
FadD28 binding	-0.4	-1.0	-0.9	0.0	-2.6	-0.8	-3.0	1.5
Mtb FBA inh	-1	1	2	-1	4	0	3	4
Vc quorum ag	-0.3	i	-1.3	i	-2.2	-0.5	-0.2	0.9
TcdB GH inh	1.3	nt	nt	1.0	nt	0.1	0.9	1.4
Mtb UGM inh	1.8	2.2	-0.4	-1.1	-1.0	-4.7	0.8	2.0
GDH-TPI counter	-1	16	11	1	-4	-2	-3	4

#33 COc1ccc(NS(=O)(=O)c2ccc(C)c(C(=O)NCC(c3cccs3)N3CCOCC3)c2)cc1 (stereo not drawn)
#34 COc1ccc(NC(=O)CSc2cc(C)ccc2C)cn1
#35 CC1(C(=O)NS(=O)(=O)c2ccc(C#N)cc2)CCN1C(=O)CCc1ccc(Cl)cc1Cl (stereo not drawn)
#36 Cn1cc(C=O)c2cc(S(=O)(=O)N3CCOCC3)ccc21
#37 CCOc1ccc(-c2nnn(CC#N)n2)cc1OC
#38 CCN1C(Nc2ccccc2)=NC[C@@H]1Cc1ccccc1
#39 O=C1NC[C@@H](Cc2ccc(O)cc2)N(CC2CCCCC2)C1=O
#40 Cc1oc(-c2ccccc2)cc1C(=O)NC1CCN(Cc2ccccc2)CC1

Compound	33	34	35	36	37	38	39	40
Mtb BioA inh	nt	nt	1.2	nt	-2.5	1.3	-0.2	0.0
PfHsp40 rescue	-0.3	-0.4	nt	-0.7	0.5	-0.5	-0.7	nt
Yp Topo-I inh	4	-15	9	-2	-6	2	3	2
FadD28 binding	-1.3	-3.0	-1.6	0.6	0.8	-2.3	-2.1	-2.3
Mtb FBA inh	-1	0	0	-1	2	-2	2	3
Vc quorum ag	-0.7	i	-0.4	-0.2	i	i	-0.6	-0.9
TcdB GH inh	2.2	0.3	-0.2	0.3	nt	0.6	0.0	1.8
Mtb UGM inh	-3.5	1.6	nt	-1.0	-1.5	-1.2	-0.9	-1.5
GDH-TPI counter	13	-1	-2	2	2	9	-5	3

An excerpt of these results, with bars between the fields:
no. | structure | Mtb BioA inh | PfHsp40 rescue | Yp Topo-I inh | FadD28 binding | Mtb FBA inh | Vc quorum ag | TcdB GH inh | Mtb UGM inh | GDH-TPI counter
38 | CCN1C(Nc2ccccc2)=NC[C@@H]1Cc1ccccc1 | 1.3 | -0.5 | 2 | -2.3 | -2 | i | 0.6 | -1.2 | 9
39 | O=C1NC[C@@H](Cc2ccc(O)cc2)N(CC2CCCCC2)C1=O | -0.2 | -0.7 | 3 | -2.1 | 2 | -0.6 | 0.0 | -0.9 | -5

Other entries.
#41 CC1Oc2ccccc2OC1C(=O)Nc1ccccn1 (stereo not drawn)
#42 CCCCc1c(O)nc2ccccn2c1=O
#43 COc1cc(C2CC(=O)Oc3c2c(=O)n(C)c2ccccc32)cc(OC)c1OC (stereo not drawn)
#44 CC(NCCCOc1cccc2ccccc12)c1ccccc1 (stereo not drawn)
#45 CC1=NC(=O)C(N=Nc2cccc(C(=O)O)c2)N1c1ccccc1 (stereo not drawn)
#46 Nc1cc(=O)[nH]n1C1CCCC1
#47 O=C1NCC(c2ccccc2)C1C(=O)N/N=C/c1ccc(Cl)s1 (stereo not drawn)
#48 O=C(CCCn1c(=O)[nH]c2ccsc2c1=O)NCc1cccs1

Compound	41	42	43	44	45	46	47	48
Mtb BioA inh	-0.5	nt	nt	0.4	nt	-0.7	nt	1.9
PfHsp40 rescue	-0.4	0.1	-1.2	1.5	2.6	0.1	-0.4	0.0
Yp Topo-I inh	1	-4	2	0	10	6	-14	2
FadD28 binding	0.3	1.3	-2.0	-7.3	2.5	-0.7	-3.4	-0.5
Mtb FBA inh	2	-1	8	0	-11	1	0	5
Vc quorum ag	-6.2	i	-0.2	-0.2	-0.6	-0.3	i	-1.9
TcdB GH inh	nt	8.9	0.2	-0.1	0.0	-1.1	3.7	nt
Mtb UGM inh	2.9	0.7	1.5	-0.7	0.2	-0.9	-0.1	0.9
GDH-TPI counter	6	3	-4	-3	12	5	12	4

#49 Cn1c(CNC(=O)c2ccccc2F)nnc1SCC(=O)c1ccccc1
#50 CCCCOC(=O)CCc1c(C)n[nH]c1C
#51 CCN(CC)CCNc1nc2c(c(=O)[nH]c(=O)n2C)n1CC(O)COc1ccc(Cl)cc1Cl (stereo not drawn)
#52 CN(C)c1ccc(/C=N/NC(=O)C2COc3ccccc3O2)o1 (stereo not drawn)
#53 CCOC(=O)c1c(C)[nH]c(C(=O)CN2C(=O)NC(C)(c3ccc4ccccc4c3)C2=O)c1C (stereo not drawn)
#54 NC(=O)c1ccc(NC(=O)COC(=O)CCN2C(=O)c3ccccc3C2=O)cc1
#55 Cc1ccc(O)c(CN2CCC3CCC(C3)C2)c1 (stereo not drawn)

Compound	49	50	51	52	53	54	55
Mtb BioA inh	-0.6	-0.9	-0.6	nt	-1.1	2.0	-3.2
PfHsp40 rescue	-0.8	-1.5	0.2	-0.2	-0.2	0.4	1.3
Yp Topo-I inh	-4	1	3	24	23	3	-3
FadD28 binding	-3.3	-0.9	-1.0	-2.4	-4.2	nt	-3.5
Mtb FBA inh	0	0	-1	-1	-5	-1	0
Vc quorum ag	-3.6	i	1.4	-0.4	i	i	-7.7
TcdB GH inh	3.5	-0.7	nt	0.3	nt	0.6	0.3
Mtb UGM inh	2.4	-1.7	0.7	0.8	-0.2	-0.7	nt
GDH-TPI counter	-4	16	-5	3	7	5	1

Compound activity deposited in PubChem by several laboratories.
